Screens as filed in PubChem.
HCMV inh = blocks human cytomegalovirus replication. AID 1259415. HFF cells, HCMV-luciferase reporter, 72 h; stronger effect = lower value. 4.5% of 410,000 active. activity change, negative = inhibition, % at 57.5 µM; in the data active means activity change below about -60%; inconclusive means no clear call, values can overlap the other calls; inactive means above about -39%
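Inhibition of viral replication was scored as loss of reporter luminescence in HFFs infected with HCMV-luciferase (MOI 1 PFU/cell) for 72 h; compounds tested at 2 doses, normalized to buffer and Salinomycin controls.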
AMA1-RON2 inh = AMA1-RON2 (P. falciparum) interaction inhibition; AlphaScreen AMA1-biotinylated RON2 peptide binding; Potency, µM (titrated, usually from 58.2 µM), without a hit: at the top dose activity change, negative = inhibition, actives largely listed as inhibitors; 0.2% of 360,000 active; active means well fitted inhibition curve with a large enough effect; inconclusive means small, poorly fitted or top-dose-only effect; inactive means no such curve, though single readings can be large or run the other way;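 further: potency means the concentration at half of the fitted maximal effect; 0% = vehicle wells and -100% = peptide control; nearly all actives have a fitted effect of over 45% in size; some results filed as inactive show a strong effect at the top dose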
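AMA1 (3D7) with his tag at 25 nM final met compounds first, then biotinylated RON2 peptide at 25 nM; detection used donor plus acceptor beads, 10 µg/mL apiece, read by AlphaScreen after 30 min at room temperature.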
An asterisk follows results filed as active; ? = inconclusive; [ ] = another dose, or the depositor's remark. Unless noted, on the % scale 0 is the no-effect control and ±100 the full control effect. The list is partial; rates above refer to the full screens.

Values in the order – AMA1-RON2 inh	HCMV inh
CC(=O)c1c(O)cc2c3c1OC(C)(C)C1CCC(C)(CC31)O2 (stereo not given)
 : 1.9%	?
CC(C)C(=O)N1CCCC1(C)C(=O)N(C)Cc1cccc2ccccc12 (stereo not given)
 : -0.2%	-11.8
Nc1ccc(C#Cc2ccc3sc4ccccc4c(=O)c3c2)cc1
 : -5.6%	42.2
CCOc1cc2[nH]c(=O)n(CC3CCC(C(=O)NCCC(C)C)CC3)c(=O)c2cc1OCC (stereo not given)
 : -13.5%	2.9
c1ccc2cc(C3OCC4(CCCC4)CO3)ccc2c1
 : 103.1%[activator]	-0.2
COC(=O)C1=C(c2ccc(S(C)(=O)=O)cc2)C[C@@H]2CC[C@H]1N2C(=O)NC1CC1
 : -1.3%	7.6
CN(C(=O)c1cccc(NC(=O)Cc2ccc(NC(=O)C3CCN(C(=O)C4CCCC4)CC3)cc2)c1)C1CCC1
 : 5.0%	9.6
CCOC(=O)C[C@H]1c2ccccc2S(=O)(=O)N1c1ccccc1
 : -3.9%	-22.4
COc1ccccc1C(CNC(=O)C(CCSC)NC(=O)c1ccccc1Cl)N1CCCC1 (stereo not given)
 : -10.2%	9.5
CC(C)CNc1ncnc2c1ncn2[C@H]1CN(Cc2ccc(F)cc2)C[C@@H](CO)O1
 : 10.7%	?
C[C@@H]1CCCCO[C@H](CN(C)Cc2ccc(C(F)(F)F)cc2)[C@H](C)CN([C@@H](C)CO)C(=O)c2cc(NC(=O)Cc3ccccc3)ccc2O1
 : -23.6%	-81.3*
O=C(CCCc1ccccc1)Nc1nccs1
 : 3.5%	18.7
COc1ccc(C(CNC(=O)c2cccc(S(=O)(=O)Nc3ccc(F)cc3)c2)N2CCOCC2)cc1 (stereo not given)
 : 8.8%	54.0
CNc1cccc(-c2ccc(N3CCN(C)CC3)nc2)n1
 : -6.6%	72.9
O=c1[nH]c2cc(F)ccc2c2ccc(F)cc12
 : -14.2%	0.6
CC1(C(=O)NS(=O)(=O)c2ccc(F)cc2F)CCN1C(=O)CC(c1ccccc1)c1ccccc1 (stereo not given)
 : 9.0%	12.3
CC(N)c1csc(NC(=O)c2cc(C(C)(C)C)nn2Cc2ccccc2)n1 (stereo not given)
 : 96.9%[activator]	-5.1
O=C1NC[C@H](CCCCN2C[C@@H](Cc3ccccc3)N(CCC3CCCCC3)C(=O)C2=O)N(CCC2CCCCC2)C1=O
 : 33.9%[activator]	?
CCOC(=O)[C@]12CCC=C1N(Cc1ccc3c(c1)OCO3)C(=O)[C@H](CC(=O)NCCCOC)C2
 : 4.3%	-16.7
Cc1ccc([C@H]2C[C@H](O)[C@@H](n3cc(-c4ccc(F)cc4)nn3)CN2CC2CCCCC2)cc1
 : 10.8%	5.5

Next part:
Values in the order – AMA1-RON2 inh	HCMV inh
CC1=NN(c2nc(N)nc(/C(C#N)=C/c3ccc([N+](=O)[O-])o3)n2)C(C)(C)C1
 : 8.7%	32.4
CCOc1ccc(Cl)cc1-c1cc(C(=O)NCc2cc(C(F)(F)F)cc(C(F)(F)F)c2)[nH]n1
 : 4.7%	1.3
CCOC(=O)C1=CCC(c2cccc(Cl)c2)N(S(=O)(=O)c2ccc(C)cc2)C1 (stereo not given)
 : 14.9%	-8.9
CC(=O)c1ccc(OCc2cc(C(=O)N3CCN(C4CCCC4)C(=O)C3)no2)cc1
 : 6.6%	59.0
CC(C)(C)NC(=O)C1(C)CCC(=O)N1CC(F)(F)F (stereo not given)
 : 0.0%	38.9
C=Cn1cc(CNC[C@H]2O[C@@H](n3cnc4c(=O)[nH]c(N)nc43)[C@H](O)[C@@H]2O)c(C)n1
 : 12.9%	0.8
CCCCC1Cc2[nH][nH]c(=O)c2C(c2ccc(F)cc2)O1 (stereo not given)
 : 150.7%[activator]	-2.9
CN(C(=O)NC1CCCCC1)[C@H]1C[C@H]2c3[nH]c4ccccc4c3CCN2C(=O)[C@H]1CO
 : -8.8%	29.1
CC(O)(c1ccccc1)c1ccc2ccccc2n1 (stereo not given)
 : 7.2%	22.7
Cc1cc(/N=C/C=C2/N(C)c3ccccc3C2(C)C)n(CCC#N)n1
 : -18.6%	13.4
CC(CCc1ccccn1)C(=O)C(C)CCc1ccccn1 (stereo not given)
 : 7.0%	?
O=C(NCc1ccccc1)c1cc(C2COCCN2S(=O)(=O)c2cccs2)on1 (stereo not given)
 : 3.2%	-10.9
CCCCCNC(=O)C(CCc1ccccc1)n1c(=O)c(-c2cc3ccccc3[nH]2)nc2ccccc21 (stereo not given)
 : 63.4%[activator]	10.8
COc1ccc(CCNC(=O)CSc2nc3c(sc(=S)n3-c3ccccc3)c(=O)[nH]2)cc1OC
 : 1.2%	-24.7
Cc1cc2nc(-c3ccc(F)cc3)c(Cc3ccccc3)n2c(C)c1Br
 : -0.3%	44.0
CCc1c(-c2ccccc2F)ncn1Cc1cccc(-c2ccccc2)c1
 : -26.2%	-71.5*
Cc1noc(C)c1C(=O)N1CCN(S(=O)(=O)c2cccs2)CC1
 : -3.3%	23.6
COc1ccc(C(c2nnnn2C2CCCC2)N2CCN(C/C=C/c3ccccc3)CC2)cc1 (stereo not given)
 : -24.3%	-3.0
Cc1csc(-c2nc3ccccc3n2C(C(=O)Nc2c(C)cccc2C)C2CC2)c1 (stereo not given)
 : 5.0%	-11.2
CN(C)c1ccc(/C=N/NC(=O)c2nnn(-c3nonc3N)c2CN2CCCCCC2)cc1
 : 73.9%[activator]	?

The list continues.
Values in the order – AMA1-RON2 inh	HCMV inh
Cc1nc2ccc(C(=O)NCCCn3ccnc3)cn2c1N(C)C(=O)CCc1ccccc1
 : -12.6%	5.2
COc1ccc(NC(=O)O[C@@H](C)[C@@H]2CN3CCc4c([nH]c5ccc(-c6ccc(OC)cc6)cc45)[C@@H]3C[C@@H]2N(C)C(=O)Nc2ccc(OC)cc2)cc1
 : -28.2%	-5.4
O=C(NCC1CC1)c1ccc2sc([C@H]3C[C@H](O)[C@@H](CO)O3)nc2c1
 : 20.1%	-102.0*
Cc1ccc(O)c(Cc2cc(C)cc(Cc3cc(C)ccc3O)c2O)c1
 : 2.6%	?
COc1ccc(NC(=O)C[C@H]2C(=O)N(CCc3ccccc3)C[C@@H]2CSC)cc1
 : -3.4%	-2.3
CC1(c2ccccc2)NC(=O)N(CC(=O)N2CCc3ccccc32)C1=O (stereo not given)
 : -11.6%	-9.5
COc1ccc(-c2c(C#N)c(N)nc3c2c(=O)n(C)c(=O)n3C)cc1Cl
 : -6.7%	-21.4
O=C(Nc1ccc(S(=O)(=O)Nc2nccs2)cc1)c1ccncc1
 : -5.0%	11.2
C[C@H]1CN([C@@H](C)CO)S(=O)(=O)c2ccc(C#CC(C)(C)O)cc2O[C@H]1CN(C)Cc1ccccc1
 : -11.3%	-21.5
Cc1ccc([C@H]2C[C@@H](n3cc(C4CC4)nn3)[C@H](O)CN2C(=O)c2cccs2)cc1
 : 12.4%	19.7
CCOC(=O)c1c(NC(=O)COC(=O)c2cccc([N+](=O)[O-])c2)sc(C(=O)N(C)C)c1C
 : -5.5%	?
COc1ccc(CN2C(=O)c3ccccc3C2c2nnnn2Cc2ccccc2)cc1OC (stereo not given)
 : 4.7%	-15.1
COc1cccc(/C=C/c2nc(S(=O)(=O)c3ccccc3)c(N3CCC(C(N)=O)CC3)o2)c1
 : -8.1%	20.2
Cc1ccccc1Nc1ncnc2[nH]ncc12
 : -2.3%	-9.8
O=C1c2cc(CO)cc(O)c2C(=O)c2c(O[C@@H]3OC(CO)[C@@H](O)[C@@H](O)[C@@H]3O)cccc21 (stereo not given in full)
 : -10.1%	24.9
O=C(CN1CCN(C(=O)CCC(=O)N2CCC(c3ccccc3)=N2)CC1)Nc1cccc(F)c1
 : -3.9%	-1.7
CC(C)CNC(=O)C1(C)CCCN1C(=O)c1cccnc1 (stereo not given)
 : 0.1%	-7.7
O=S(=O)(O)c1cc(O)c(N=Nc2ccc(O)cc2O)c2ccccc12
 : -96.5%	?
CN(C)c1ccc(-c2csc(C(C)(O)c3ccccc3)n2)cc1 (stereo not given)
 : ?	?
O=C(NCc1ccccc1)C1c2ccccc2OCC(=O)N1CCc1ccccc1 (stereo not given)
 : 0.0%	30.6

Single records, as listed above. Order of screens: AMA1-RON2 inh | HCMV inh
O=S(=O)(O)c1cc(O)c(N=Nc2ccc(O)cc2O)c2ccccc12 as listed: -96.5% | ?
O=C(Nc1ccc(S(=O)(=O)Nc2nccs2)cc1)c1ccncc1 as listed: -5.0% | 11.2
Cc1ccc([C@H]2C[C@@H](n3cc(C4CC4)nn3)[C@H](O)CN2C(=O)c2cccs2)cc1 as listed: 12.4% | 19.7

(cont.)
Values in the order – AMA1-RON2 inh	HCMV inh
CC(=O)Nc1ccc(C(=O)N2CCCCC2c2cc(C(=O)NCc3ccccc3)no2)cc1 (stereo not given)
 : 5.2%	-11.3
COc1ccccc1C(CNC(=O)c1cccc(S(=O)(=O)N2CCCc3ccccc32)c1)N(C)C (stereo not given)
 : -1.5%[11.6 µM]	0.5
CCCCN1C(=O)C(CC(=O)NCCCN(C)C)CC(C(=O)N(CC)CC)=C1C (stereo not given)
 : 3.1%	-35.0
COc1cc(-c2cc3nc(NCc4cccs4)ccn3n2)cc(OC)c1OC
 : -5.4%	21.0
Cn1c(=O)c2c(nc(CN3CCOCC3)n2Cc2ccccc2)n(C)c1=O
 : 6.5%	21.6
N#CC1(Nc2ccc(-c3ccc(NC4(C#N)CCCC4)cc3)cc2)CCCC1
 : -13.4%	16.2
CCN(CC)c1ccc(S(=O)(=O)N2CCOCC2)cc1NC(=O)COC(=O)/C=C/c1ccco1
 : -15.6%	-11.3
CCN(C(=O)COC(=O)c1ccccc1Cc1ccccc1)c1c(N)n(Cc2ccccc2)c(=O)[nH]c1=O
 : 8.9%	0.0
O=c1oc(=S)oc2c1[C@H](c1ccc(Cl)cc1)O[C@H](C1CCCC1)C2
 : -2.5%	-30.5
Cc1cc(=O)oc2c(C)c(OC(=O)c3ccco3)ccc12
 : -4.4%	-17.8
CCn1c(SCC(=O)NC2CC2)nc2ccccc21
 : 9.3%	13.3
O=C(NCc1cccc(Cl)c1)C1Cc2c(-c3cccc(F)c3)ccnc2O1 (stereo not given)
 : -0.9%	-23.6
CCN(CC)CCCNc1nc2ccccc2c2[nH]c3ccc(OC)cc3c12
 : -5.1%	-93.4*
CCCNC(=O)N[C@H]1CC[C@@H](CCn2cc(-c3cccc(F)c3)nn2)O[C@@H]1CO
 : 4.2%	8.6
COC(=O)c1cc(=O)nc(NN=C2c3ccccc3-c3ccccc32)s1
 : 2.4%	-65.6*
CCOC(=O)[C@]12CCC=C1N(Cc1ccccc1)C(=O)[C@H](CC(=O)N1CCOCC1)C2
 : 8.3%	20.5
O=C(NCCCc1ccccc1)c1cccc(NC(=O)C2CC2)c1
 : -4.9%	12.6
COC(=O)N/N=C(C)/C=C/c1ccccc1
 : -19.7%	22.0
O=S(=O)(CCNCc1ccccc1)NC1CCCCC1
 : -2.6%	1.9
O=C(NC1CCCCC1)[C@@H]1CC=C[C@@H]2CCN(Cc3ccccc3)C(=O)[C@@H]21
 : 5.0%	20.6

The list continues:
Values in the order – AMA1-RON2 inh	HCMV inh
COc1cc(C(C)=O)ccc1OCC(=O)N1CCC(Cc2ccccc2)CC1
 : -5.5%	?
COc1ccc(NC(=O)c2cc(-c3cc(F)ccc3OCC3CCCO3)n[nH]2)c(C)c1 (stereo not given)
 : -1.1%	?
CCN(CC)C(=O)C1=C(C)N(CCC2=CCCCC2)C(=O)C(CC(=O)NC(c2ccccc2)c2ccccc2)C1 (stereo not given)
 : -10.1%	6.0
OC[C@H]1O[C@H](c2nc(-c3nc(-c4cccs4)no3)cs2)C[C@@H]1O
 : 13.7%	53.4
O=C(NCc1ccccc1)C1CNCC(C(=O)NCc2ccccc2)C1 (stereo not given)
 : -0.7%	29.6
Cc1cccc(C)c1NC(=O)C1(C)CSCC(=O)N1CCc1ccc(O)cc1 (stereo not given)
 : 8.1%	-7.5
CC(C)C[C@H]1COc2cc(N3CCN(Cc4ccccc4F)CC3)ccc2S(=O)(=O)N1
 : 30.0%[activator]	-11.4
COc1cc(CNC[C@H]2O[C@@H](n3cc(C)c(=O)[nH]c3=O)C[C@@H]2O)ccc1OCc1cccc(Cl)c1
 : 15.2%	-17.0
CC(C)C[C@H]1CN(CCCC[C@H]2CNC(=O)C(=O)N2CCc2ccccc2)C(=O)C(=O)N1CCC1CCCCC1
 : 5.8%	-11.8
C(=C\c1ccc2nncn2c1)/c1ccccc1
 : 16.9%	29.7
O=S(=O)(Nc1ccc(-c2cn3c(n2)SCC3)cc1)c1cc(F)ccc1F
 : -6.9%	-14.1
CC(C)(C)c1ccc(CC(=O)N2CCC2(C)C(=O)NS(=O)(=O)c2ccc3c(c2)CCO3)cc1 (stereo not given)
 : -0.5%	7.7
N#CC1(Nc2ccc3ccccc3c2)CCCC1
 : 0.4%	9.4
CNc1nc(Cl)nc2c1ncn2-c1ccccc1
 : 9.5%	1.3
CC12CCC(=O)C=C1CCC1C2CCC2(C)C(C(=O)CO)CC(O)C12 (stereo not given)
 : 21.4%	-18.6
COc1cccc(C=NNC(=O)C2CC2)c1
 : -0.6%	20.0
NC(=O)C1CCN(CCCNC2CC(=O)N(Cc3ccc(N4CCCC4=O)cc3)C2=O)CC1 (stereo not given)
 : 2.1%	18.2
O=C1NC(Cc2ccc(O)cc2)c2nc3cc(F)ccc3c(=O)n2-c2cc3ccccc3cc21 (stereo not given)
 : 0.0%	-25.2
Cc1nc(C)n(C(Oc2ccc(Cl)cc2Cl)C(=O)C(C)(C)C)n1 (stereo not given)
 : -23.9%	38.6
